# S3 lipid droplet – qHTS Assay for Lipid Storage Modulators in Drosophila S3 Cells; Drosophila S3 cells, BODIPY lipid droplet fluorescence, 18-24 h; cells fed with added oleic acid; Potency in µM for hits, for the others lipid storage change, negative = inhibition, % at the top dose, mostly 46.1 µM; hit rate 0.64% among 320,000; AID 2685; active = well fitted inhibition curve with a large enough effect in the signal ratio, with a control signal flat, not every such curve was filed as active; inconclusive = small, poorly fitted or top-dose-only effect, or effect the other way, or a change in a side signal; the % refers to the signal ratio
#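 Drosophila S3 cells got compounds at several concentrations plus oleic acid (400 uM solution). Laser-scanning cytometry with 488 nm excitation read lipid droplets at 500-530 nm and cells at 575-640 nm. Percent activity was relative to 20 uM Triacsin C.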
# S3 lipid droplet cell count max – also measured in S3 lipid droplet; calls as there; cell number change, %; measured here: cell count max response;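 cells counted by Cell Tracker Red CMTPX staining in the red channel; peak over a dose series mostly up to 46.1 µM; percent activity relative to internal control wells on each plate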
# An asterisk follows results filed as active; i = inactive; ? = inconclusive; . = no result given. % is set by controls: 0 for no effect and ±100 for the full control effect; potency is the fitted concentration of half-maximal effect.
# Below each compound: S3 lipid droplet cell count max | S3 lipid droplet
CCOc1ccc(N2C(=O)CC(NC3CCCCNC3=O)C2=O)cc1 (stereo unspecified)
  10.3 | 3.4%
COc1ccc(CCNC(=S)Nc2cc(C)ccc2C)cc1
  . | ?
CCC(C(=O)OCC(=O)c1ccc2c(c1)NC(=O)CO2)c1ccccc1 (stereo unspecified)
  . | ?
Cc1ccc(NC(=O)CN(C)CC(=O)Nc2cccc(F)c2)cc1S(=O)(=O)N1CCCCCC1
  . | ?
O=C(c1ccc(F)cc1)N1CCC(C(=O)N2CCN(S(=O)(=O)c3ccccc3Br)CC2)CC1
  . | ?
Cc1ccc(CCNC(=O)CNC(=O)c2cccs2)cc1
  . | ?
COc1ccc(NC(=O)c2cc3ccccc3o/c2=N\NS(=O)(=O)c2ccc(C)cc2)cc1
  . | ?
CN(CC(=O)Nc1cccc(F)c1)C(=O)c1cccc(S(=O)(=O)N2CC3(C)CC2CC(C)(C)C3)c1 (stereo unspecified)
  . | ?
COC(=O)c1sc(N2C(=O)C(=O)/C(=C(/O)c3ccccc3)C2c2ccco2)nc1C (stereo unspecified)
  . | ?
O=C(NCCC1CCCCN1S(=O)(=O)c1ccccc1)C(=O)NCc1ccco1 (stereo unspecified)
  . | ?
O=C(c1cccnc1)N1CCc2ccccc21
  . | ?
Cc1cc(C)nc(N2CCCC(C(=O)Nc3ccc(F)cc3)C2)n1 (stereo unspecified)
  . | ?
CC1(C)C2CCC1(CS(=O)(=O)N1CCN(c3ccccc3F)CC1)C(=O)C2 (stereo unspecified)
  . | ?
Cc1ccc(/C=C/C(=O)c2ccccc(=O)c2O)c(C)c1
  -2.5 | 4.9%
Cc1ccc(S(=O)(=O)CCC(=O)N2CCc3ccccc32)cc1
  . | ?
COc1ccc(NC(=O)CSc2ccc(NC(C)=O)cc2)cc1S(=O)(=O)N1CCCCC1
  . | ?
Cc1ccc(N2CN=c3s/c(=C\c4ccccn4)c(=O)n3C2)cc1
  13.4 | 2.8%
Cc1ccc(-c2ccnc3nc(-n4cccc4)nn23)o1
  . | ?
Cc1ccc(S(=O)(=O)c2nc(S(C)(=O)=O)sc2N2CCC(C(N)=O)CC2)cc1
  8.0 | i
COc1cc(OC)cc(C(=O)NNS(=O)(=O)c2ccc(F)cc2)c1
  -6.3 | -11.9%
COc1ccc(-c2csc(N=C(N)N)n2)cc1
  . | ?
Cc1ccc(Cl)cc1NC(=O)NCCN1CCCCC1
  . | ?
COc1cc2[nH]c(=S)nc(NC3CCCC3)c2cc1OC
  . | ?
CC(C)Oc1ccc(C2CC(=O)N(C)C2=O)cc1 (stereo unspecified)
  . | ?
CC1CCN(CC(=O)Nc2cccc(Cl)c2)CC1
  . | ?
CCCCN1CC(O)=C(c2nc3ccccc3s2)C1=N
  . | ?
CC(=O)c1ccc(N2C(=O)C3C(C2=O)C(C(=O)c2ccc(Cl)cc2)N2CCCC32)cc1 (stereo unspecified)
  2.2 | i
CC(C)[C@H](NC(=O)c1ccccc1F)C(=O)NCCc1ccccc1
  13.9 | -20.2%
O=C(O)CC1C(=O)NCCN1C/C=C/c1ccccc1 (stereo unspecified)
  . | ?
Cc1ccc(CN2C(=O)C3CCCN3c3ncccc32)cc1 (stereo unspecified)
  . | ?
CCCS(=O)(=O)N1CCN(C2CCC(C)CC2)CC1 (stereo unspecified)
  -0.5 | -0.3%
Oc1ccc(C[C@H]2CNCCN2CCc2cccc(F)c2)cc1
  . | ?
COc1ccc(Nc2nc(-c3ccc4c(c3)NC(=O)CO4)cs2)cc1
  . | ?
C/C(=N\NC(N)=S)c1cc(-c2ccccc2)c(-c2ccccc2)s1
  . | ?
Cc1ccc(/C=N/NC(=S)N2CCOCC2)cc1
  . | ?
COC(=O)c1ccccc1NC(=O)C1CC(c2ccccc2O)=NO1 (stereo unspecified)
  . | ?
c1ccc(-c2csc(NC3=NCCCCC3)n2)cc1
  -8.4 | 0.0%
CCOC(=O)C1(CCCc2ccccc2)CCN(C(=O)CCc2cnccn2)CC1
  -16.4 | -12.8%
CCN(Cc1ccc(OC)c(F)c1)C(=O)C1CCCO1 (stereo unspecified)
  0.9 | i
CCCCNc1c(-c2ccc(-c3ccc(C(C)=O)cc3)c(OC)c2)nc2cnccn12
  0.6 | -2.1%
CCOC(=O)/C(=N\Nc1ccccc1Cl)N1CC(C)OC(C)C1 (stereo unspecified)
  1.6 | 6.2%
COc1ccc(C2=NOC(C(=O)Nc3cccnc3)C2)cc1 (stereo unspecified)
  . | ?
CCCNC(=O)c1c(O)c2c([nH]c1=O)CCCC2
  5.3 | -0.1%
CC(C)c1ccc(S(=O)(=O)c2cc3cc(Br)ccc3oc2=O)cc1
  9.1 | -2.1%
COC(=O)c1cccc(NC(=O)NC23CC4CC(CC(C4)C2)C3)c1
  . | ?
C/C(=N/NC(=O)CN1CCN(Cc2ccccc2Cl)CC1)c1cccnc1
  15.3 | 0.1%
C/C(=N\NC(=O)c1ccc(CSc2nncn2C)cc1)c1ccc(Cl)cc1
  . | ?
COc1ccc(Br)cc1S(=O)(=O)NCCCN1CCOCC1
  . | 12.5%
O=C(NN1CCOCC1)c1cc(-c2cccc(Cl)c2)nc2ccccc12
  -11.8 | -0.8%
CCOc1ccc(C(=S)NC2CCCCC2)cc1OC
  . | ?
COc1ccc(CN(C(=O)Cc2cccs2)C(C(=O)NC2CCCC2)c2ccncc2)cc1 (stereo unspecified)
  -3.7 | 1.4%
c1ccc(-c2nc(N3CCOCC3)c3ccccc3n2)nc1
  -10.8 | i
O=C(O)c1cc(-c2ccc(Cl)cc2)n(-c2ccc(F)cc2)n1
  . | ?
Cc1cc(C)n2nc(C(=O)OCC(=O)N3C(C)CCCC3C)nc2n1 (stereo unspecified)
  4.1 | -3.9%
O=C(NCc1ccc(Cl)cc1)c1ccc2ccccc2n1
  . | ?
Cc1cc2nc(CO)[nH]c2cc1C
  . | ?
CN(C)/N=C/c1cc(Cl)cc([N+](=O)[O-])c1O
  . | ?
Cc1nn2c(c1-c1ccccc1)NC1=C(C(=O)CCC1)C2c1ccccc1 (stereo unspecified)
  2.7 | -0.6%
Cc1nc2c(=O)oc3ccccc3c2n1-c1ccccc1
  . | ?
CCCCC1(C)Nc2ccccc2-c2nc3ccccc3n21 (stereo unspecified)
  . | ?

# Other entries follow.
# Below each compound: S3 lipid droplet cell count max | S3 lipid droplet
COC(=O)CCCC1=CC2=C(c3ccccc3)C(=O)C(C)(OC(=O)C3CCCC3)C(=O)C2=CN1c1ccc(OC)cc1 (stereo unspecified)
  . | ?
O=C1NC(=Nc2cccc(O)c2)S/C1=C\c1cccc([N+](=O)[O-])c1
  . | ?
CC(=O)Nc1ccc(S(=O)(=O)N(C)CC(=O)Nc2cccc(S(=O)(=O)N3CCCC3)c2)cc1
  . | i
CCCn1cc(SCC(=O)NCc2ccc3c(c2)OCO3)c2ccccc21
  . | i
CCn1c(CNC(=O)c2ccc(F)cc2)cc2ccccc21
  -6.3 | -6.0%
O=C(O)c1cccc(S(=O)(=O)N2CCOCC2)c1
  . | ?
O=C(CSc1ccc(Cl)cc1)Nc1cccc(NC(=O)c2ccco2)c1
  . | ?
Cc1cccc(NC(=O)C(=O)NCC2CCCO2)c1 (stereo unspecified)
  10.8 | 8.3%
COCc1nnc(NC(=O)c2cc(OC)c(OC)cc2[N+](=O)[O-])s1
  3.0 | 7.8%
NC(=O)Nc1ccc(C(=O)OCC(=O)Nc2ccc([N+](=O)[O-])cc2C(F)(F)F)cc1
  . | ?
CCCc1nnc(SCC(=O)O)n1CC
  -0.2 | -14.2%
Cc1cc(C)nc(SCc2cn3c(C)cc(C)nc3n2)n1
  . | ?
O=C(Nc1nc2ccsc2c(=O)s1)C1CCC1
  . | ?
Cc1ccc(C(=O)COc2ccc3c(C)cc(=O)oc3c2)cc1
  -0.7 | 7.7%
CC(=O)Nc1ccc(NC(=O)c2sc3nc4n(c(=O)c3c2C)CCCCC4)cc1
  . | ?
CC(C)(C)OC(=O)NCCCC[C@H](NC(=O)c1[nH]cnc1C(=O)Nc1ccccc1)C(=O)OC(C)(C)C
  . | ?
Fc1ccccc1NC(=S)Nc1ccc(Br)cc1
  -6.7 | -7.6%
Cc1ccc(S(=O)(=O)NCCNC(=O)N2CCOCC2)cc1
  . | ?
Cc1cccc(C(=O)Nc2ccc(S(=O)(=O)N3CCOCC3)cc2C)c1
  -3.6 | 5.5%
Cn1cc(C(=O)c2cccc(Cl)c2)cc1/C=N\O
  . | ?
Cc1ccc(NC(=O)Cn2cc(C(=O)C3CC3)c3ccccc32)cc1
  . | ?
O=C(Nc1nc2c(Cl)c(Cl)ccc2s1)C1CC1
  . | ?
O=C(CN1CCN(C(c2ccccc2)c2ccccc2)CC1)NCc1ccccc1
  -13.9 | -18.2%
Cc1ccc2c(c1)-c1c(cnn1CC(=O)N1CCCN(Cc3ccccc3F)C1)CO2
  3.0 | 18.9%
Cc1cc(N2C(=O)C(=O)/C(=C(/O)c3ccccc3)C2c2cccs2)no1 (stereo unspecified)
  . | ?
Cc1cccc(OCCCN2CCOCC2)c1
  . | ?
Nc1nc(Nc2ccccc2F)nc(N2CCOCC2)c1[N+](=O)[O-]
  9.4 | 16.8%
CCOc1ccccc1NC(=S)NCCCn1ccnc1
  -20.6 | -3.0%
Cc1ccc(C)c(OCCC(=O)NCCc2ccc(F)cc2)c1
  . | ?
CC(C)c1ccc(NC(=S)NCc2cccs2)cc1
  . | ?

# Four entries drawn at random from the list so far, as already listed:
# Below each compound: S3 lipid droplet cell count max | S3 lipid droplet
NC(=O)Nc1ccc(C(=O)OCC(=O)Nc2ccc([N+](=O)[O-])cc2C(F)(F)F)cc1
  . | ?
Cc1cccc(OCCCN2CCOCC2)c1
  . | ?
CCCc1nnc(SCC(=O)O)n1CC
  -0.2 | -14.2%
CCn1c(CNC(=O)c2ccc(F)cc2)cc2ccccc21
  -6.3 | -6.0%

# (more compounds)
# Below each compound: S3 lipid droplet cell count max | S3 lipid droplet
COc1ccc(-c2c(-c3ccccc3OC)oc3ccccc23)cc1F
  . | ?
COc1ccc(-c2nc(C)ncc2-c2ccccc2)c(O)c1
  7.1 | 18.2%
CCCCN1C(=O)/C(=C/C=C2\SCCN2C)SC1=S
  . | ?
CCCNC(=O)NC(=O)CSc1nc2ccccc2c(=O)n1Cc1ccncc1
  . | ?
Cc1ccc(C2(C)NC(=O)N(CC(=O)N3CCN(S(=O)(=O)c4cccc(F)c4)CC3)C2=O)cc1 (stereo unspecified)
  . | ?
C=CCNCc1cccn1-c1sc2c(c1C#N)CCCC2
  -4.6 | i
COc1ccc(NC(=O)NCCN2CCN(c3cc(OC)ccc3OC)CC2)cc1
  . | ?
O=C1CCN(C(=O)Nc2ccccc2)N1
  . | ?
N#Cc1cc(-c2ccccc2)oc1/N=C/c1ccccc1O
  . | ?
COc1ccc(-c2nc(N)nc(C)c2-c2ccc(Cl)cc2)c(O)c1
  . | ?
Cc1noc(/C=C/N(C)C)c1S(=O)(=O)N1CCCC(C(=O)NCc2ccco2)C1 (stereo unspecified)
  13.0 | 0.3%
CC1Cc2cc(/C=C3/SC(=S)N(C)C3=O)ccc2O1 (stereo unspecified)
  7.7 | 3.2%
CCn1cc(CN2CCC(n3nccc3NC(=O)C3CCCC3)CC2)cn1
  -4.8 | i
CCOc1ccc(C(=O)N[C@H](C(=O)Nc2cccc(S(=O)(=O)N3CCOCC3)c2)C(C)C)cc1
  . | ?
O=C(CNCC1CCCO1)N1CCN(S(=O)(=O)c2ccc3ccccc3c2)CC1 (stereo unspecified)
  . | ?
Cc1nnc(N2CCCC(C(=O)Nc3cc(F)ccc3F)C2)c2nn(-c3ccccc3)c(C)c12 (stereo unspecified)
  -9.2 | i
CCOc1ccc(/C=C(\C#N)C(=O)c2c(C)[nH]c3ccccc23)cc1OC
  . | ?
COc1cc(C(=O)OCc2cccc(OC)c2OC)ccc1OCC(=O)N1CCOCC1
  . | ?
COc1cc(NC(=O)CCCC(=O)OCC(F)(F)C(F)F)nc(OC)n1
  . | ?
COc1ccc(CNCC(O)COc2cccc3c2OC(C)(C)C3)cc1 (stereo unspecified)
  . | ?
O=C(NNS(=O)(=O)c1ccc(F)cc1)c1ccccc1F
  . | ?
CCn1c(SCC(=O)N/N=C/c2cc(OC)c(OC)c(OC)c2)nc2ccccc21
  . | ?
Cc1c(C(C)C)c(=O)n(-c2ccc(S(=O)(=O)NCc3ccccc3)cc2)n1C
  . | ?
NCCc1nnc(SCC(N)=O)o1
  1.6 | 5.1%
Cc1ccc(S(=O)(=O)Nc2cc(C(=O)O)ccc2N2CCCCC2)cc1
  . | ?
CCNc1nc(NCC)n2c(SCC(=O)c3ccc(C(C)C)cc3)nnc2n1
  17.2 | 10.6%
CCc1cccc(CC)c1-n1c(SCc2cc(=O)n3ccsc3n2)nnc1-c1cccnc1
  . | ?
CCOc1cc(NC(=O)c2ccco2)c(OCC)cc1NC(=O)CCc1ccccc1OC
  . | i
COc1ccc([N+](=O)[O-])cc1NC(=O)COC(=O)c1ccccn1
  . | ?
Cc1onc(-c2c(F)cccc2Cl)c1C(=O)c1ccccc1O
  . | ?
O=C(CSc1nc2c(oc3ccccc32)c(=O)n1CC1CCCO1)NCc1ccccc1 (stereo unspecified)
  . | ?

# Whole records, quoted from the list:
# Profile of `CCOc1cc(NC(=O)c2ccco2)c(OCC)cc1NC(=O)CCc1ccccc1OC` → S3 lipid droplet cell count max = .; S3 lipid droplet = i
# Profile of `COc1ccc(-c2nc(C)ncc2-c2ccccc2)c(O)c1` → S3 lipid droplet cell count max = 7.1; S3 lipid droplet = 18.2%

# Bioassay records from PubChem.

# A portion of the library; rates above refer to the full screens.
